B2AR arrestin: recruits beta-arrestin to the human beta2-adrenergic receptor | P07550 | beta-arrestin recruitment to beta2AR, cell-based reporter | Potency, µM (doses to about 46.1 µM), inactives show at the top dose activation, usual class: activators | actives 0.02% (n = 330,000);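 also: potency is read from the fitted curve at half-maximal effect; 0% = DMSO controls and full agonism = EC100 isoproterenol or metaproterenol; nearly all actives have a fitted effect of over 65% in size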
Target sequence (P07550 whole entry, looked up): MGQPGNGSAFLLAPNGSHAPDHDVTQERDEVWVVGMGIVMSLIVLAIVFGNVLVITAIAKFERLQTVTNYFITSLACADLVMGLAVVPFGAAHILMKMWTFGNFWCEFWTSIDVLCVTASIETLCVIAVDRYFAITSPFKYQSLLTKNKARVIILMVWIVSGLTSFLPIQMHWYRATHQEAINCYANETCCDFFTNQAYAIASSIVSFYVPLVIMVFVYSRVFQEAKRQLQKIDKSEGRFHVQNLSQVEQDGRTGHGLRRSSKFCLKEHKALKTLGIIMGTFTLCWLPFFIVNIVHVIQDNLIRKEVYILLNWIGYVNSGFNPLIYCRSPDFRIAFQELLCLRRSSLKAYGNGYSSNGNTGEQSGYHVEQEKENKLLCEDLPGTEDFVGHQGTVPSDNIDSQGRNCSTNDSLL
Eya2 phos inh: inhibitors of human Eya2 phosphatase activity; AID 488837; Potency, µM (series often up to 76.9 µM), for inactives: at the highest dose activity, negative = inhibition, usual class: inhibitors; O00167; actives 0.006% (n = 330,000); recombinant Eya2, OMFP fluorescence dephosphorylation (OMFP is methylfluorescein phosphate); also: potency is read from the fitted curve at half-maximal effect; % is scaled to controls: 0 for no effect and ±100 for the full control effect
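Eya2 (0.2 uM) preincubated 10 min at ambient with compound, then OMFP substrate added at 50 uM; 10 min reaction in 50 mM HEPES pH 7.5, 50 mM NaCl, 5 uM MgCl2, 0.05% BSA, 1 mM DTT. Fluorescence read at Ex 485/Em 525 nm.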
p53 reactivation: re-activators of mutant p53 | H1299 p53-A138V BP100-luciferase reporter, luminescence, 24 h | Potency, µM (series often up to 92.2 µM), for inactives: at the highest dose activity change, positive = activation, usual class: activators | actives 0.063% (n = 320,000); also: potency is read from the fitted curve at half-maximal effect; % of control where 0% means no effect; nearly all actives have a fitted effect of over 45% in size
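p53-null H1299 cells stably carrying temperature-sensitive p53-A138V and a BP100-luciferase reporter were pinned with compounds (4-point, 1:5 series) and held 24 hrs at 37 deg C. Luminescence was read 10 min after detection reagent.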
uPA generation: cell surface uPA generation inhibition; actives 0.31% (n = 330,000); AID 540303; Potency, µM (series often up to 38.3 µM), without a hit: at the highest dose activity change, negative = inhibition, hits mostly inhibitors; cell surface uPA generation assay, qHTS; active = well fitted inhibition curve with a large enough effect; inconclusive = small, poorly fitted or top-dose-only effect; inactive = no such curve, though single readings can be large or run the other way; tested in mouse RAW 264.7 cells; also: potency is read from the fitted curve at half-maximal effect; % is scaled to controls: 0 for no effect and ±100 for the full control effect; nearly all actives have a fitted effect of over 55% in size
BRCA1 expr act: activators of BRCA1 expression; MCF7-BRCA1-FFLuc reporter, luminescence, 48 h; response scale: scaled: vehicle 0%, 10 µM genistein 100%; Potency, µM (doses to about 46.1 µM), without a hit: at the highest dose activation, hits mostly activators; actives 1.1% (n = 380,000); also: potency is read from the fitted curve at half-maximal effect; nearly all actives have a fitted effect of over 80% in size; some results filed as inactive show a strong effect at the top dose
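Compounds are tested at multiple concentrations on MCF7 BRCA1-luciferase reporter cells seeded at 2000 per well; after 48 h, a single luminescence end-point is taken and curves fitted to the normalized data.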
TRPV1 ag: activates the human vanilloid receptor TRPV1; actives 0.19% (n = 320,000); activation, % at 8.33 µM; AID 540275; TRPV1-expressing cells, Fluo-8 calcium influx, agonist mode; Q8NER1; in the data active = activation above about 80%; inconclusive = between about 30% and that limit; also: 0% is about no effect
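Cells expressing TRPV1 were dye-loaded with Fluo-8 and read kinetically: 10 s baseline, 3 min after compound (agonist portion), then 2 min after EC20 capsaicin (allosteric enhancer portion). Calcium-bound dye fluorescence at 480/520 nm.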
TSG101-PTAP inh: blocks PTAP/TSG101 interaction to inhibit HIV-1 budding | Q99816 | Fluorescence polarization, FITC-PTAP peptide / Tsg101 binding | Potency, µM (titrated, usually from 115 µM), without a hit: at the highest dose activity change, negative = inhibition, actives largely listed as inhibitors | 340,000 tested, under 10 active | AID 493005; active = well fitted inhibition curve with a large enough effect in the main read-out, with a control signal flat, not every such curve was filed as active; inconclusive = small, poorly fitted or top-dose-only effect, or effect the other way, or a change in a side signal; inactive = no such curve, though single readings can be large or run the other way; also: potency is read from the fitted curve at half-maximal effect; % of control where 0% means no effect
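Steps: Tsg101 binding domain dispensed (10 uM final), compounds pinned in DMSO, FITC-labeled PTAP-motif peptide added (50 nM final); after 20 min binding at room temperature, polarization measured.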
ASM inhibitor: blocks human secretory acid sphingomyelinase; placental ASM, HMU-PC fluorogenic substrate, 60 min; actives 0.006% (n = 340,000); Potency, µM (titrated, usually from 57.5 µM), without a hit: top-dose activity change, negative = inhibition, most hits filed as inhibitors; also: potency is read from the fitted curve at half-maximal effect
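Human placenta-derived ASM preincubated with compound 10 min at room temperature, then reacted with 9 uM (final) fluorogenic HMU-PC substrate for 60 min at 37 C. Stop solution raises pH to 10; fluorescence read at Ex 386/Em 447 nm.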
a7 integrin act: activates integrin-mediated alleviation for muscular dystrophy. alpha7betagal myoblasts, beta-gal FDG fluorescence, 48 h. actives 0.064% (n = 350,000). AID 624291. Potency, µM (titrated, usually from 38.3 µM), for the others: at the top dose activation, actives largely listed as activators;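 also: potency is read from the fitted curve at half-maximal effect; 100% = response of the positive control SU9516; nearly all actives have a fitted effect of over 60% in size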
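Alpha7betagal+/- myoblasts (passage 13) were plated 16-24 hr, then exposed to compounds (1:260 dilution of DMSO stock) for 48 hours at 37C. After MPER lysis, β-galactosidase reporter activity was read as FDG fluorescence (ex 480/em 540) after 30 minutes.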
ELG1 genotox: genotoxicity induction in ELG1-luciferase HEK293T cells; HEK293T ELG1-luciferase reporter, luminescence, 16 h; Potency, µM (series often up to 46 µM), without a hit: top-dose activity change, positive = activation, usual class: activators; actives 1.3% (n = 330,000); AID 504466; also: potency is read from the fitted curve at half-maximal effect; % of control where 0% means no effect; nearly all actives have a fitted effect of over 60% in size
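DMSO vehicle served as control against compound-treated ELG1-luciferase HEK293T cells; exposure lasted 16 hr at 37 °C and 5% CO2, followed by ONE-Glo luminescence detection after 30 min.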
USP2a block: blocks human ubiquitin-specific protease USP2a; O75604; USP2 core, Ub-CHOP2 coupled fluorogenic reporter, 485/531; Potency, µM (highest dose often 38.3 µM), for inactives: at the top dose activity change, negative = inhibition, most hits filed as inhibitors; actives 0.01% (n = 330,000); AID 463254;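 also: potency is read from the fitted curve at half-maximal effect; plate controls were DMSO wells for no effect and full inhibition by NEM control for full effect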
Target sequence (O75604 whole entry, looked up): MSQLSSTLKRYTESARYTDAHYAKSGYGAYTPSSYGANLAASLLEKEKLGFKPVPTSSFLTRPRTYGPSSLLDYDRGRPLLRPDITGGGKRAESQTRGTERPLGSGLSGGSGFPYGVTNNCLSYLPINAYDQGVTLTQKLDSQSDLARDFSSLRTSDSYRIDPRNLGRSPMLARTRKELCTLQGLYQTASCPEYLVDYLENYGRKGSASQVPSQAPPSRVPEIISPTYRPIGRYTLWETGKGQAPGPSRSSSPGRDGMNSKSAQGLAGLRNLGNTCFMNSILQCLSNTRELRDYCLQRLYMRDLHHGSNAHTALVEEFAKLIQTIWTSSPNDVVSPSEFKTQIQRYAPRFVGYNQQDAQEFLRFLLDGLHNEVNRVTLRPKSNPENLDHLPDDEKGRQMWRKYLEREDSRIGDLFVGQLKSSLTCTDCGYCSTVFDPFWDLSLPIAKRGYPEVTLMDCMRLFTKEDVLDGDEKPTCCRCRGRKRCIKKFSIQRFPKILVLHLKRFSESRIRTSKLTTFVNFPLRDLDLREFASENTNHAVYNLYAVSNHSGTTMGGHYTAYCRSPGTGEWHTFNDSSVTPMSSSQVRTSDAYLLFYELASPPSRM
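Deubiquitinase activity read as fluorescence (485/531 nm) after Ub-CHOP2 cleavage activates the enterokinase reporter on its substrate; USP2 core 10nM, Ub-CHOP2 and substrate 25nM each, 30min compound preincubation then 60min RT; data normalized to NEM, curves fitted.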
Starred values were filed as active, the others as inactive; ? = inconclusive; / = no result given; [ ] = dose if it differs, or a comment. Unless noted, calls follow the shape of the dose curve; as a rule, active = well fitted curve in the direction sought with a large enough effect; inconclusive = small, poorly fitted or top-dose-only effect, or another doubt; inactive = no such curve, though single readings can be large; an effect the other way counts as inactive or inconclusive.

Order of values – USP2a block	ELG1 genotox	TSG101-PTAP inh	TRPV1 ag	BRCA1 expr act	uPA generation	Eya2 phos inh	ASM inhibitor	B2AR arrestin	a7 integrin act	p53 reactivation
1) C[C@H]1COC(=O)[C@@H](Cc2ccc(F)cc2)CC/C=C/C[C@@H](CC(=O)N(CCO)Cc2ccccc2)C(=O)N1
  -1%	-7%	1%	/	-3%	3%	-15%	-3%	-0.8%	2%	-3%
2) O=C(Nc1ccc(S(=O)(=O)Nc2ncccn2)cc1)c1ccccc1Cl
  -2%	-1%	-7%	2	2%	17%	1%	3%	0.3%	15%	5%
3) N#C/C(=C/C1=C(N2CCOCC2)C(=C/c2cccc([N+](=O)[O-])c2)/CC1)C(=O)Nc1ccccc1F
  /	/	16%	/	-19%	5%	/	-5%	/	11%	/
4) Cc1ccn2cc(-c3ccc4c(c3)NC(=O)CO4)nc2c1
  -2%	?	-4%	1	?	?	3%	3%	0.2%	39%	20%
5) O=C1NCCN(Cc2cccc(Oc3ccccc3)c2)C1CC(=O)N1CCCO1 (stereo not drawn)
  -1%	1%	-6%	-5	26%	2%	-5%	23%	0.0%	2%	-4%
6) CC(C)C(=O)Nc1ccc(C(=O)NNC(=O)NC2CCCCC2)cc1
  1%	-1%	0%	1	11%	/	-10%	-11%	-0.1%	5%	-2%
7) Cc1ccc(S(=O)(=O)N2[C@@H](c3ccc(Cl)cc3)C(C(=O)O)=CC[C@H]2c2ccc(Cl)c(Cl)c2)cc1
  0%	-6%	-10%	-3	-28%	-1%	15%	-3%	-0.1%	-1%	13%
8) COc1ccc(NC(=O)C2CCN(c3nc(C)cc(C)n3)CC2)cc1
  1%	-1%	5%	-1	?	0%	5%	2%	-0.7%	21%	-4%
9) Cc1cccc(/C=C/c2nc3ccccc3c(=O)n2Cc2ccccc2)c1
  -3%	-4%	-5%	-1	-64%	-7%	-12%	-4%	-0.5%	-19%	1%
10) CCOC(=O)N1CCN(C(=O)c2cc(COc3cccc(C(C)=O)c3)on2)CC1
  1%	13%	-4%	-2	26%	-3%	1%	/	0.2%	-8%	21%
11) NC(=O)Cc1ccc2c(c1)[nH]c1ccccc12
  9%	6%	0%	5	3%	4%	14%	4%	-0.6%	-4%	-5%
12) COc1ccc2c3c(cccc13)C(=O)CC2
  ?	0%	?	?	-5%	5%	?	5%	-0.9%	-63%[inhibitor]	-7%
13) CCCC(=O)Nc1ccc(N2CCN(C(=O)CCC)CC2)cc1
  0%	2%	-2%	-2	-18%	1%	-22%	1%	-0.6%	10%	-1%
14) CCOc1nc2c(c(=O)n(C)c(=O)n2C)n1Cc1ccccc1Cl
  2%	-23%	-2%	1	-77%	-1%	-2%	-3%	-0.6%	-41%	1%
15) CCOC(=O)c1cn2nc(Oc3ccc(C)cc3)ccc2n1
  -1%	?	-1%	8	82%	4%	2%	-3%	2.6%	7%	?

Following part:
Order of values – USP2a block	ELG1 genotox	TSG101-PTAP inh	TRPV1 ag	BRCA1 expr act	uPA generation	Eya2 phos inh	ASM inhibitor	B2AR arrestin	a7 integrin act	p53 reactivation
16) O=C(CSc1nnc(NC(=O)c2ccco2)s1)Nc1ccc(F)cc1F
  0%	2%	/	2	11%	-11%	3%	-1%	-0.9%	-3%	6%
17) COc1ccc(NC(C)C(=O)N/N=C/c2c(O)ccc3ccccc23)cc1 (stereo not drawn)
  1%	6%	1%	-2	-78%	-1%	0%	42%[activator]	-0.9%	-30%	1%
18) Cc1ccc2c(c1)N(C(=O)CCC(=O)NC1CCCCCC1)CC(C)O2 (stereo not drawn)
  0%	4%	-5%	?	-11%	-5%	2%	7%	0.4%	2%	/
19) COc1ccc(OC)c(/C=N/N(C)c2ccccc2)c1
  1%	5.8µM*	-1%	28	?	7%	-8%	-7%	3.0%	-1%	?
20) CC(=O)NC(=S)Nc1ccc(NC(=O)c2cccnc2)cc1
  -12%	3%	0%	-1	0%	4%	-22%	0%	-1.2%	-12%	0%
21) COc1ccccc1N(Cc1ccccc1)S(=O)(=O)c1cccc(C(=O)Nc2ccc(C)cn2)c1
  -1%	-16%	-1%	?	-33%	-6%	-11%	0%	-0.1%	-30%	-10%
22) Cn1ccc(C(=O)Nc2cccnc2Cl)n1
  0%	9%	-7%	2	31%	0%	-8%	3%	-0.2%	10µM*	/
23) Cc1c(C(=O)N(Cc2nnc(-c3ccccc3Cl)o2)C2CC2)oc2ccccc12
  4%	0%	-1%	-1	-13%	4%	1%	-3%	0.4%	-49%[inhibitor]	-10%
24) COc1cccc(/C=N/NC(=S)Nc2cccc(S(=O)(=O)N(C)C)c2)c1
  0%	-8%	3%	4	1%	-7%	-5%	-3%	18µM*	-44%	1%
25) CCOc1ccc(OCCOc2ncnc3ccccc23)cc1
  2%	5%	-1%	-3	?	5%	1%	0%	-0.6%	-11%	10%
26) CCOC(=O)CC1C(=O)NCCN1C(=O)Nc1ccc(Cl)cc1 (stereo not drawn)
  /	/	-3%	2	-9%	6%	/	0%	/	5%	/
27) Cc1ccc(S(=O)(=O)Nc2cccc3c2O[C@H](CN(C)Cc2ccccc2)[C@@H](C)CN([C@H](C)CO)C3=O)cc1
  6%	1%	-4%	/	-13%	2%	8%	-2%	0.0%	16%	-7%
28) Cc1ccc(S(=O)(=O)N2CCN(C(=O)CCc3nc4ccccc4c(=O)[nH]3)CC2)c(C)c1
  -1%	9%	2%	9	6%	-1%	-22%	-1%	0.1%	-43%	1%
29) O=C(OCc1nc2ccsc2c(=O)[nH]1)c1ccc(Cl)nc1
  0%	-2%	-1%	-10	-3%	1%	-17%	1%	0.1%	11%	-1%
30) CC1(O)CC(c2ccc(Cl)cc2)=NN1C(=O)c1ccc([N+](=O)[O-])cc1 (stereo not drawn)
  0%	-11%	-3%	13	-78%	0%	-7%	-14%	3.0%	-3%	3%

(listing goes on)
Order of values – USP2a block	ELG1 genotox	TSG101-PTAP inh	TRPV1 ag	BRCA1 expr act	uPA generation	Eya2 phos inh	ASM inhibitor	B2AR arrestin	a7 integrin act	p53 reactivation
31) CC(=O)N1CCN(CCN=CC2=C(O)CC(c3ccco3)CC2=O)CC1 (stereo not drawn)
  0%	3%	-7%	0	1%	-1%	2%	0%	-0.3%	13%	2%
32) CCOc1ccc(S(=O)(=O)N(C)c2ccc(OCC(=O)Nc3nc(-c4cc(OC)ccc4OC)cs3)cc2)cc1
  3%	2%	5%	1	4%	5%	-5%	/	1.0%	13%	7%
33) O=C(O)c1cccc(NS(=O)(=O)c2cccc(C(=O)Nc3ccccc3[N+](=O)[O-])c2)c1
  1%	-5%	-5%	1	1%	-5%	4%	3%	-0.1%	-20%	/
34) CNS(=O)(=O)c1cccc2cccnc12
  3%	2%	-4%	/	-12%	5%	-2%	-1%	0.3%	-4%	-7%
35) Cc1c(C(=O)NCc2ccc3c(c2)OCO3)oc2ccccc12
  1%	0%	-6%	7	0%	1%	-18%	-9%	-0.4%	2%	0%
36) COc1cccc(C(=O)N2CCN(C(=O)c3cccs3)CC2)c1OC
  1%	-8%	-6%	-6	0%	-3%	22%	0%	0.0%	-14%	-4%
37) Cc1cc(C)nc(N2N=C(CSc3ccc(Cl)cc3)CC2=O)n1
  10%	-1%	-1%	-3	-37%	-4%	17%	-5%	0.0%	6%	-1%
38) Cc1ccc(-c2nnc(SCC(=O)Nc3ccc4c(c3)OCCO4)n2N)cc1
  1%	1%	-1%	16	-5%	1%	-10%	0%	-0.3%	4%	-4%
39) CCOc1ccc2nnnn2n1
  -3%	2%	2%	-3	-13%	6%	2%	0%	-0.3%	28%	-7%
40) CC(=O)c1cc(C)ccc1OC(=O)c1cccc2nc(C)oc12
  1%	-2%	4%	-5	5%	3%	-26%	-1%	-0.1%	0%	16%
41) Cc1ccc(S(=O)(=O)N2CCN(C(=O)c3nn(C(C)C)c(=O)c4ccccc34)CC2)cc1C
  -4%	-10%	-2%	0	-33%	-2%	8%	1%	-1.5%	7%	-2%
42) CN1CCN(C(=O)c2ccc(-n3cccn3)nc2)CC1
  1%	-10%	1%	-1	-1%	1%	-16%	0%	-0.2%	-15%	-4%
43) COc1cccc(NC(=O)N2CCCC2)c1
  3%	3%	-3%	6	-3%	13%	-6%	1%	0.0%	-11%	9%

Screening results deposited in PubChem BioAssay by National Center for Advancing Translational Sciences (NCATS).
